IkB signaling: IkB Signaling; ABC-DLBCL IkBa-CBG/CBR dual luciferase ratio, 4 h; response scale: scaled: untreated 0%, proteasome inhibitor 100%; Potency, µM (titrated, usually from 57.1 µM), for the others: top-dose IkBa stabilization activation; 0.04% of 110,000 active; AID 445, 2006; active = well fitted curve in the direction sought with a large enough effect in the signal ratio, not every such curve was filed as active; inconclusive = small, poorly fitted or top-dose-only effect, or a change in a side signal; the % refers to the signal ratio;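 also: the direction sought is a rising ratio; 0% = basal untreated cells and 100% = reference inhibitor full response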
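In this assay, an IκBα–CBG68 fusion accumulates when IKK-driven degradation is blocked; native CBR normalizes for cell number. OCI-Ly3 cells were treated 4 h with compound and doxycycline, then green and red light read after Chroma-Glo addition.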
p53ts 39C kill: qHTS Screen for Compounds that Selectively Target Cancer Cells with p53 Mutations: Cytotoxicity of p53ts Cells at the Nonpermissive Temperature; 1.5% of 130,000 active; Potency, µM (series often up to 46.1 µM), inactives show top-dose activity change, negative = cell killing, most hits filed as cytotoxic; H1299-p53A138V viability at 39C, ATP luminescence, 24 h; AID 902, 2007; also: nearly all actives have a fitted effect of over 55% in size
Imprint erasure: qHTS Assay for Compounds that Induce Erasure of Genomic Imprints; mouse ES Peg3-LacZ reporter, beta-gal luminescence, 40 h; Potency, µM (highest dose often 60.7 µM), inactives show at the highest dose activity change, positive = activation, hits mostly activators; 0.02% of 110,000 active; AID 1948, 2009;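 also: 0% = negative control wells on the plate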
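Gelatin-coated wells received 300 freshly trypsinized female ES cells with a Peg3LacZ-Neo reporter on the maternal allele, then incubated 40 hours at 37C. BetaGlo was added for 5 minutes at room temperature before a single luminescence read.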
p53ts 32C kill: qHTS Screen for Compounds that Selectively Target Cancer Cells with p53 Mutations: Cytotoxicity of p53ts Cells at the Permissive Temperature; H1299-p53A138V at 32C, ATP luminescence viability, 24 h; Potency, µM (titrated, usually from 46.1 µM), without a hit: at the top dose activity change, negative = cytotoxicity, most hits filed as cytotoxic; 0.93% of 130,000 active;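 also: 0% = DMSO and -100% = full killing by reference compound; nearly all actives have a fitted effect of over 55% in size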
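Cells: H1299 p53ts (A138V), 600/well, pre-incubated 16–30 h at 37C. Cpd up to 46 uM, 24 h, 32C. Readout: ATPlite luminescence, 20 min RT. Normalization: DMSO vs tamoxifen 100 uM. AC50 by Hill equation.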
Numbers without * were called inactive; ? = inconclusive; . = not tested or not shown; [ ] = dose if it differs, or a comment. Unless noted, calls follow the shape of the dose curve; as a rule, active = well fitted curve in the direction sought with a large enough effect; inconclusive = small, poorly fitted or top-dose-only effect, or another doubt; inactive = no such curve, though single readings can be large; an effect the other way counts as inactive or inconclusive. Unless noted, % is scaled to controls: 0 for no effect and ±100 for the full control effect; potency is read from the fitted curve at half-maximal effect. Compounds as they come; any-hit rate near 1.7%.

SMILES	IkB signaling	p53ts 39C kill	Imprint erasure	p53ts 32C kill
Cc1nnc(NCc2ccc(F)cc2)c2c1nnn2Cc1ccccc1Cl	2.3%	8.0%	13.7%[10.9 µM]	8.3%
Cc1noc(C)c1CSc1nc2sc(C)c(C)c2c(=O)n1C1CCCC1	0.6%	7.2%	-3.5%	2.6%
COC(=O)c1ccccc1NC(=O)CSc1nc2sc3c(c2c(=O)[nH]1)CCCC3	?	22.3%	-8.7%[10.9 µM]	-6.5%
CCc1nn(CC(=O)NC(C)c2ccccc2)c(=O)c2cc3sccc3n12 (stereo unspecified)	-0.9%	9.4%	?	8.4%
Cn1c(=O)oc2cc(S(=O)(=O)Nc3ccc4c(c3)OCO4)ccc21	?	2.7%	-13.3%	-0.2%
Cc1ccc(S(=O)(=O)C(CNS(=O)(=O)c2cc(F)ccc2F)c2cccs2)cc1 (stereo unspecified)	?	24.0%	-10.9%[10.9 µM]	-0.1%
COc1ccccc1OCc1nnc(SCC(=O)Nc2ccc(C)cc2)n1C	1.0%	-5.6%	-6.0%	1.0%
Cc1ccc2nc3c(cc(C#N)c(=O)n3CC3CCCO3)c(=O)n2c1 (stereo unspecified)	2.4%	-9.4%	3.5%	3.2%
COc1ccc(NC(=O)c2cc3cc(OC)ccc3oc2=N)cc1	1.4%	1.5%	-6.6%	4.7%
O=C(CSc1ncnc2ccccc12)N1CCN(c2ccccc2)CC1	?	5.6%	-0.8%	12.9%
COc1ccc(S(=O)(=O)NCCc2csc3nc(-c4ccccc4)nn23)cc1OC	-6.0%	-7.1%	9.2%[10.9 µM]	-3.5%
CC1(C)CC(=O)C2=C(C1)Nc1nc(SCCN3CCOCC3)[nH]c(=O)c1C2c1cccs1 (stereo unspecified)	-0.7%	-3.6%	-14.5%	26.9%
O=C(Nc1ccc(OC(F)F)c(Cl)c1)Nc1ccc2c(c1)OCO2	-2.1%	-0.4%	-21.3%	10.1%
O=C(Cn1c(=O)n(CCc2ccccc2)c(=O)c2c3c(sc21)CCCC3)Nc1ccc(F)c(F)c1	7.9%	2.7%	4.5%[10.9 µM]	1.6%
CC(=O)NC(Cc1ccccc1C)C(=O)NC1CCN(c2c3c(nc4ncnn24)CCC3)CC1 (stereo unspecified)	-1.6%	-18.5%	-10.4%	9.2%
CC(C)c1ccc(C2CC(=O)N3CN(C)CSC3=C2C#N)cc1 (stereo unspecified)	6.7%	-3.9%	-19.9%	-3.1%
CCOc1ccc(NC(=O)Cc2coc3ccc(C)cc23)cc1	-0.3%	-7.6%	19.3%[10.9 µM]	0.3%
Cc1cc2oc(=O)cc(CN3CCCCC3C)c2c(C)c1Cl (stereo unspecified)	0.4%	6.2%	-4.4%	5.7%
COc1ccc(S(=O)(=O)n2cnc3cc(C)c(C)cc32)cc1C	?	-2.8%	-15.4%	0.1%
Cc1oc2ccc(O)c(CN3CCCCC3)c2c1C(=O)Nc1cccc(C(F)(F)F)c1	?	12.6µM*	-5.8%[10.9 µM]	-16.8%
O=C(CCn1ccc2cc(S(=O)(=O)N3CCCC3)ccc21)NCc1ccccc1Cl	?	-13.3%	9.7%[10.9 µM]	6.7%
CC1CCN(CCCNC(=O)C2CCC(=O)N2C2CCCC2)CC1 (stereo unspecified)	-0.8%	6.9%	-10.1%	-2.8%
O=C(O)c1[nH]c2ccc(Cl)cc2c1CC(=O)N1CCN(C(=O)c2ccco2)CC1	1.0%	1.4%	-1.5%	-10.4%
O=C(/C=C\c1ccc2c(c1)OCO2)NC1CC(=O)N(c2ccc(F)cc2)C1 (stereo unspecified)	1.7%	-9.3%	7.6%[10.9 µM]	-10.9%
CCOC(=O)N1CCC(c2cc(=O)n3[nH]cc(C(=O)OC)c3n2)CC1	0.4%	19.1%	-11.2%	6.9%
CCOC(=O)N1CCN(C(=O)C2CCN(S(=O)(=O)N(CC)CC)CC2)CC1	0.1%	11.1%	-8.2%	7.2%
O=C(CSc1nnc(-c2ccc(O)cc2)o1)N1CCOCC1	1.4%	?	.	-21.9%
COC(=O)c1nnn(CC(=O)Nc2cccc(OC)c2)c1C(=O)OC	0.9%	-3.6%	0.2%	-7.3%
COc1ccccc1S(=O)(=O)Cc1ccc(C(=O)NCc2ccc3c(c2)OCO3)o1	0.7%	7.2%	-4.8%	12.5%
Cc1ccnc(N2CCC(C(=O)Nc3cccc(C(F)(F)F)c3)CC2)n1	3.8%	-4.3%	-15.4%	-2.6%

Full records as entered above.
Listed for O=C(CSc1nnc(-c2ccc(O)cc2)o1)N1CCOCC1 → IkB signaling = 1.4%; p53ts 39C kill = ?; Imprint erasure = .; p53ts 32C kill = -21.9%
Listed for COC(=O)c1nnn(CC(=O)Nc2cccc(OC)c2)c1C(=O)OC → IkB signaling = 0.9%; p53ts 39C kill = -3.6%; Imprint erasure = 0.2%; p53ts 32C kill = -7.3%

(next part)
SMILES	IkB signaling	p53ts 39C kill	Imprint erasure	p53ts 32C kill
O=C(OCC(=O)N1CCN(C(=O)c2ccco2)CC1)c1cc(-c2ccccc2)nc2ccccc12	?	-23.7%	-7.4%	-10.6%
CCc1cccc(NC(=O)C2CCCN(S(=O)(=O)c3cccs3)C2)c1 (stereo unspecified)	?	-11.3%	-10.0%[10.9 µM]	8.8%
c1ccc(Cc2nn3c(Cn4nnc5ccccc54)nnc3s2)cc1	4.0%	-11.5%	-16.7%	-19.9%
Cc1cc2nc3[nH]c4c(Cl)cc(Cl)cc4c3nc2cc1C	1.2%[11.4 µM]	5.7%[9.22 µM]	-3.0%[10.9 µM]	3.8%[9.22 µM]
O=C(Nc1cccc(S(=O)(=O)C(F)F)c1)c1ccc(Cl)c(S(=O)(=O)N2CCOCC2)c1	?	?	-27.4%	?
CCc1c(C)nc2cc(-c3cc(OC)cc(OC)c3)nn2c1N1CCN(CCN2CCOCC2)CC1	.	0.7%	.	-21.1%
Cc1cccc(-c2nc(CCNC(=O)COc3ccccc3)cs2)c1	?	-6.9%	-9.7%[10.9 µM]	4.0%
CCCCN(Cc1cc2cc(OC)ccc2[nH]c1=O)C(=O)COc1ccccc1	4.8%	-3.9%	1.7%	1.2%
CCn1c2ccccc2c2cc(NC(=O)CSc3nnc(-c4ccccc4OC)n3N)ccc21	1.9%	0.6%	12.0%	6.1%
Cc1cccc(CSc2nc(=O)c3c(n2C)NC(=O)CC3c2cc(F)cc(F)c2)c1 (stereo unspecified)	?	-5.4%	-15.7%[10.9 µM]	7.7%
CCc1ccc(-c2nc(CN3CCC(C(=O)NCc4ccco4)CC3)c(C)o2)cc1	-2.8%	-8.9%	-6.1%	-8.2%
Cc1ccc2oc(-c3ccc(Cl)c(NC(=O)Cc4ccccc4)c3)nc2c1	?	13.1%	10.4%[10.9 µM]	0.6%
Cc1cccc(/C=C/c2onc(C)c2S(=O)(=O)N2CCC(C(=O)N3CCC(C)CC3)CC2)c1	-0.7%	6.7%	-15.4%[10.9 µM]	-5.1%
O=C(CCC1CCCCC1)Nc1ncn[nH]1	-1.3%	8.2%	-14.8%	-0.7%
Cc1ccc(-n2ncc3c(NCc4ccccc4)ncnc32)cc1Cl	?	-14.6%	-12.3%[10.9 µM]	-2.8%
COc1ccccc1NC(=O)CCN1CC(C)OC(C)C1 (stereo unspecified)	.	0.5%	.	-6.9%
CCCCC(=O)OCCNC(=O)c1cc2ccccc2oc1=O	2.1%	14.4%	-6.6%	-2.4%
COc1ccccc1-c1cc(Nc2ccn[nH]2)ncn1	3.3%[11.4 µM]	?	-45.6%[inhibitor]	?
Cc1oc(-c2ccc(C(=O)Nc3ccc(F)cc3F)cc2)nc1COc1ccccc1	-2.1%	0.7%	8.6%[10.9 µM]	-9.8%
COC(=O)c1cc2ccsc2n1CC(=O)N(C)c1ccccc1	-2.0%	9.3%	-14.9%	20.8%
CC(C)Cn1c(SCC(=O)N2CCN(S(=O)(=O)c3ccccc3)CC2)nc2ccccc21	?	-12.9%	-21.7%	26.7%
Cn1c(C(=O)N2CCC(C(=O)NCCc3ccccc3)CC2)cc2sccc21	1.3%	-10.7%	11.5%[10.9 µM]	-1.9%
COc1ccc(Br)cc1C(=O)Nc1ccc2oc(-c3cccnc3)nc2c1	-0.6%	2.6%	-7.8%[10.9 µM]	-2.9%
CCn1c(C(=O)N2CCC(C(=O)N3CCN(c4ccccn4)CC3)CC2)cc2sccc21	?	1.2%	-4.0%	1.0%
COc1ccccc1C(OC(=O)c1cccs1)C(=O)NCc1ccco1 (stereo unspecified)	4.9%	-8.8%	-14.1%	3.0%
O=C(NO)c1ccccc1	-0.6%	3.0%	-0.2%	3.4%[1.84 µM]
Cc1c(CC(=O)NCCc2ccc(Cl)cc2)c(=O)oc2c(C)c3occ(C(C)(C)C)c3cc12	0.9%	?	-9.4%[10.9 µM]	15.1%
CC1(C)Cc2ccccc2-c2nnnn21	-0.8%	2.1%	0.7%	-0.4%
CCN1CCCC1CNC(=O)c1cc2c(-c3cccc(OC)c3)nn(C)c2s1 (stereo unspecified)	5.8%	-19.7%	-23.1%	-6.2%
Cc1oc2ccccc2c1-c1cn2c(n1)SCC2	4.3%	-0.4%	-15.3%	9.1%
OC12CCCCC1C(c1ccc3c(c1)OCO3)N(Cc1ccc(F)cc1)CC2 (stereo unspecified)	4.0%	-4.8%	-4.1%	-3.0%
Cc1cccc(C2Nc3ccccc3C(=O)N2c2ccc(F)cc2)n1 (stereo unspecified)	.	12.8%	.	-4.4%
CCOC(=O)c1c(-c2ccncc2)csc1N	-1.0%	-1.5%	-0.3%	4.4%
COc1ccc(OC)c(CNC(=O)c2c(C)oc3ncn(CC(C)C)c(=O)c23)c1	?	-6.6%	-2.2%[10.9 µM]	2.9%
COc1cc2ccccc2cc1C(=O)Nc1ccc2oc(-c3cccc(Cl)c3Cl)nc2c1	?	?	-10.4%[10.9 µM]	-1.5%
CCOc1ccc2nc(NC(=O)C(CC)Sc3nc(C)cc(=O)[nH]3)sc2c1 (stereo unspecified)	11.9%	?	16.2%	-27.3%
Cc1ccsc1CN(C(=O)COc1cccc(C)c1C)C1CCS(=O)(=O)C1 (stereo unspecified)	?	18.8%	-7.5%[10.9 µM]	-6.0%
Cc1ccccc1NC(=O)Cn1nc(-c2ccccc2)nc(Cc2ccccc2)c1=O	?	2.6%	10.5%[10.9 µM]	10.5%
CCN(CC)CCNC(=O)c1ccc2c(=O)n3nc(Nc4cccc(Cl)c4C)sc3nc2c1	-2.8%	20µM*	-4.0%[10.9 µM]	?
CCOC(=O)c1c(N)c(C#N)c2n1CCCCC2	-2.4%	0.0%	11.4%	3.0%
COc1ccc(N2C(=O)CCSC23C(=O)N(Cc2ccc(F)cc2)c2ccccc23)cc1 (stereo unspecified)	?	4.0%	-1.4%[10.9 µM]	-0.8%
COc1ccc(CCNC(=O)c2ccc(Cn3c(=O)[nH]c4cc(OC)c(OC)cc4c3=O)cc2)cc1OC	?	16.4%	3.8%[10.9 µM]	6.4%
COC(=O)c1ccc2c(c1)nc(C)n2CCO	1.1%	-1.3%	-12.2%	-3.4%
CCOC(=O)c1sc(=NC(=O)c2ccc(OC)c(OC)c2)n(C)c1C	-0.3%	2.6%	-0.9%	2.1%
Cc1cccc(Nc2ccccc2C(=O)OCC(=O)N2CCOCC2)c1C	7.0%	3.0%	-21.4%	12.0%
OC1(c2cccc(C(F)(F)F)c2)CCN(c2ccc(-c3ccccc3)nn2)CC1	-0.4%	0.3%	-18.0%	2.4%
CCC/C=C(\CCC)C(NS(=O)(=O)c1cccc2cccnc12)c1ccc(C(=O)OC)cc1 (stereo unspecified)	.	19.3%	-17.3%	31.3%[activator]
CN(C)c1ccc(-c2nnc3n(Cc4ccccc4)c(=O)c4ccccc4n23)cc1	-0.2%	0.4%	-9.8%[10.9 µM]	5.3%
O=C(Nc1ccc(Cl)cc1Cl)c1cc(S(=O)(=O)N2CCCCCC2)ccc1F	?	-21.7%	-17.4%[10.9 µM]	-8.3%

Screening data deposited in PubChem BioAssay by National Center for Advancing Translational Sciences (NCATS).
